Screening results (PubChem BioAssay)
NCI-60 one-dose screen, 48 h, at 10 µM unless noted. Numbers give growth in % (100 = growth as untreated, 0 = no growth, -100 = all killed).
786-0: 786-0 renal cancer cells. AID 1794775. actives 5.1% (n = 81,000)
TK-10: TK-10 renal cancer cells | actives 3.9% (n = 81,000) | AID 1794769
SN12C: SN12C renal cancer cells | actives 3.8% (n = 81,000)
DU-145: DU-145 prostate cancer; actives 4.2% (n = 81,000)
CAKI-1: CAKI-1 renal cancer | actives 4.7% (n = 75,000)
ACHN: ACHN renal cancer; actives 4.9% (n = 81,000); AID 1794771
RXF 393: RXF 393 renal cancer cells; actives 6.9% (n = 77,000); AID 1794773
UO-31: UO-31 renal cancer. actives 5.2% (n = 81,000)
A498: A498 renal cancer cells. actives 5.4% (n = 76,000)
Starred values were filed as active, the others as inactive; . = not tested or not shown; & = joins results of further samples. How the source made its calls: active means growth percent below 10; inactive means the rest. Random draw from the library; any-hit rate near 11%.

[1] CC(C)c1nc2ccccc2n1CC(=O)N/N=C/c1cccc(OCc2ccccc2)c1
[2] CC(C)CC1NC(C)(C)CO1 (stereo not given)
[3] O=C1c2c(c(=O)[nH]c3ccccc23)CC2CCCCN12 (stereo not given)
[4] COc1ccc(NC(=O)CSc2nnc(-c3ccc(-c4nc5ccccc5[nH]4)cc3)o2)cc1OC
[5] COc1ccc(C(=O)/C=C/c2cn(-c3cccc(Cl)c3)nc2-c2ccc(OC)cc2)cc1

Screen / compound no.	1	2	3	4	5
786-0	76	109	113	103	90
TK-10	86	96	131	110	134
SN12C	85	112	112	87	91
DU-145	102	117	106	82	101
CAKI-1	86	93	99	79	96
ACHN	83	113	113	84	91
RXF 393	91	109	115	105	98
UO-31	56	90	98	82	86
A498	83	.	112	144	97

[6] COc1ccc2c(c1)c(-c1nc(-c3cn(C)c4ncccc34)cs1)cn2CCCN1CCCCC1
[7] N#Cc1c(-c2cccc(F)c2)cc(-c2ccccn2)[nH]c1=O
[8] O=CC(O)CN1CCCC1 (stereo not given)
[9] CN(C)C(=O)C1=NC(Cc2ccccc2)C(=O)N(c2ccccc2)N1 (stereo not given)
[10] COC(=O)Cc1[nH]c(=O)[nH]c1C(N)=O

Screen / compound no.	6	7	8	9	10
786-0	-31*	96	98	94	99
TK-10	90	105	.	99	.
SN12C	76	95	104	100	100
DU-145	43	104	102	107	112
CAKI-1	.	95	102	.	104
ACHN	1.3*	85	103	104	114
RXF 393	65	90	100	.	97
UO-31	63	50	93	94	101
A498	75	101	96	92	100

[11] COc1cc2nc(-c3ccc(C(F)(F)F)cc3)cc(OCCCN3CCCCC3)c2cc1OC
[12] COc1ccc(C(=O)CC(c2ccccc2)C(C#N)c2ccccc2)cc1 (stereo not given)
[13] OC(Cc1ccncc1)c1ccccc1Cl (stereo not given)
[14] O=C1c2ccccc2OC=C(c2ccccc2)N1CCCCNc1ccc(S(=O)(=O)Nc2ncccn2)cc1
[15] CCOc1nc(-c2ccccc2)cc2c(O)c(C(=O)N/N=C/c3ccc(OC)cc3)[nH]c(=O)c12

Screen / compound no.	11	12	13	14	15
786-0	48	90	105	91	116
TK-10	105	88	104	97	120
SN12C	46	87	89	99	114
DU-145	45	92	115	109	122
CAKI-1	0.5*	74	117	.	93
ACHN	38	89	91	100	100
RXF 393	27	100	108	99	6.9*
UO-31	30	69	92	86	67
A498	.	86	65	80	132

[16] C#C[C@]1(O)CC[C@H]2[C@@H]3CC=C4c5nc(Nc6ncccn6)sc5CC[C@]4(C)[C@H]3CC[C@@]21C
[17] CC[C@]1(O)C[C@@H]2CN(CCc3c([nH]c4ccccc34)[C@@](C(=O)OC)(c3cc4c(cc3OC)N(C)[C@H]3[C@@](O)(C(=O)OC)[C@H](OC(=O)CCCBr)[C@]5(CC)C=CCN6CC[C@]43[C@@H]65)C2)C1
[18] Cc1oc(-c2ccccc2)nc1CNCCc1ccccc1
[19] COc1cc(OC)cc(N2CCN(C(=O)Nc3nc4cc(F)ccc4nc3OC)CC2)c1
[20] COc1ccc(/C=C2\Oc3cc(OCCN4CCCC4)ccc3C2=O)cc1OC

Screen / compound no.	16	17	18	19	20
786-0	-45*	10	74	15	91
TK-10	77	47	90	48	95
SN12C	83	24	89	30	89
DU-145	61	5.8*	104	1.0*	80
CAKI-1	59	9.8*	84	30	73
ACHN	61	28	93	30	85
RXF 393	-59*	34	54	22	.
UO-31	83	38	53	34	76
A498	34	-1.7*	107	-8.1*	93

[21] c1ccc(CSc2nnc3c4c5c(sc4nc(-c4cccnc4)n23)CCCCCC5)cc1
[22] CCC(N)(C(=O)O)C1CCCC1 (stereo not given)
[23] CN=S(=O)(OCCCCOS(=O)(=NC)c1ccc(C)cc1)c1ccc(C)cc1 (stereo not given)
[24] Cc1ccc(NS(=O)(=O)c2ccc3c(c2)C(=O)CC(c2ccc(C(=O)C(C)C)cc2)N3)cc1C (stereo not given)
[25] CCOC(=O)CN1C(=O)c2ccc(-c3ccc4c(c3)C(=O)N(CC(=O)OCC)C4=O)cc2C1=O

Screen / compound no.	21	22	23	24	25
786-0	74	101	100	86	110
TK-10	72	106	101	78	95
SN12C	57	97	111	76	109
DU-145	56	110	106	83	108
CAKI-1	72	93	.	56	99
ACHN	74	99	100	55	108
RXF 393	83	111	.	75	113
UO-31	95	90	93	52	93
A498	59	96	102	45	115

4 entries picked at random from those above, as already listed:
[25] CCOC(=O)CN1C(=O)c2ccc(-c3ccc4c(c3)C(=O)N(CC(=O)OCC)C4=O)cc2C1=O
[21] c1ccc(CSc2nnc3c4c5c(sc4nc(-c4cccnc4)n23)CCCCCC5)cc1
[22] CCC(N)(C(=O)O)C1CCCC1 (stereo not given)
[24] Cc1ccc(NS(=O)(=O)c2ccc3c(c2)C(=O)CC(c2ccc(C(=O)C(C)C)cc2)N3)cc1C (stereo not given)

Screen / compound no.	25	21	22	24
786-0	110	74	101	86
TK-10	95	72	106	78
SN12C	109	57	97	76
DU-145	108	56	110	83
CAKI-1	99	72	93	56
ACHN	108	74	99	55
RXF 393	113	83	111	75
UO-31	93	95	90	52
A498	115	59	96	45

Remaining list, next part.
[26] N#Cc1cnn2ccn(C3OC(COC(=O)c4ccccc4)C(OC(=O)c4ccccc4)C3OC(=O)c3ccccc3)c12 (stereo not given)
[27] O=c1[nH]cc(I)c(=O)[nH]1
[28] O=C(Cn1cc(CSc2nnc3oc4ccccc4n23)nn1)Nc1ccc(F)cc1F
[29] C=CC(=O)OCCCCCCCCCCCC
[30] CCOC(=O)Cn1ccsc1=NC(=O)c1ccc(Cl)cc1

Screen / compound no.	26	27	28	29	30
786-0	110	95	105	93	101
TK-10	107	127	115	88	111
SN12C	94	101	99	108	99
DU-145	104	107	112	111	108
CAKI-1	97	90	85	82	83
ACHN	95	96	95	99	87
RXF 393	102	91	81	108	94
UO-31	86	94	89	91	34
A498	97	87	143	127	130

[31] NS(=O)(=O)c1ccc(NC(=O)CSc2ccc(-c3ccccc3)nn2)c(Br)c1
[32] O=C(Nc1cccnc1Nc1ccccc1)c1cn(Cc2ccc(F)cc2)nn1
[33] O=C(/C=C/c1cn(-c2ccccc2)nc1-c1ccc(Br)cc1)NNC(=O)Nc1ccc(Cl)cc1
[34] COc1cc(C2CC(c3cccc(Nc4ccnc5cc(Cl)ccc45)c3)=NN2c2ccc(Cl)cc2)cc(OC)c1OC (stereo not given)
[35] COc1cc(-c2ccc(-c3ccc(C(=N)N)cc3)s2)cc(OC)c1OC

Screen / compound no.	31	32	33	34	35
786-0	20	94	93	54	69
TK-10	118	92	97	77	113
SN12C	57	98	96	57	71
DU-145	76	106	114	75	64
CAKI-1	85	93	82	-1.8*	63
ACHN	54	96	104	41	91
RXF 393	.	103	.	62	81
UO-31	75	67	67	24	79
A498	120	85	91	65	89

[36] COc1ccc2[nH]c(=O)c(/C=C/C(=O)c3ccc(Nc4nccc(-c5ccc6ccccc6c5)n4)cc3)cc2c1
[37] Cc1cccc(OCCn2ccc(=O)n(CCOc3ccc(Cl)cc3C(=O)c3cc(C)cc(C)c3)c2=O)c1
[38] COc1cc(/C=C/C(=O)c2cc(-c3ccc(F)cc3)ccc2O)cc(OC)c1OC
[39] COc1cccc(OC)c1Oc1c(-c2nc3ccccc3s2)c(C)nn1-c1ccccc1
[40] O=C1c2ccc3c4c(ccc(c24)C(=O)N1CCCNCc1ccccc1)C(=O)N(CCCNCc1ccccc1)C3=O

Screen / compound no.	36	37	38	39	40
786-0	93	82	94	91	-46*
TK-10	103	81	108	95	-84*
SN12C	94	85	74	83	-88*
DU-145	100	87	91	79	-94*
CAKI-1	98	61	61	45	-20*
ACHN	103	86	77	73	-54*
RXF 393	102	64	104	68	-89*
UO-31	93	54	53	50	-49*
A498	90	87	82	82	.

[41] CCOC(=O)/C=C1\S/C(=N\Nc2cc(=O)[nH]c3cccc(C)c23)N(c2ccccc2)C1=O
[42] O=S(=O)(Nc1nccs1)c1ccc(Nc2nc(-c3ccncc3)cs2)cc1
[43] Cc1cc2n(n1)c1cc(C)nn1c1cc(C)nn21
[44] O=C(CCCl)Oc1ccc(Br)cc1
[45] C=CC(=O)Nc1cc(Nc2nccc(-c3cn(C)c4ccccc34)n2)c(OC)cc1N(C)CCN(C)C

Screen / compound no.	41	42	43	44	45
786-0	98	98	104	102	-88*
TK-10	119	120	91	102	-17*
SN12C	94	97	96	106	-59*
DU-145	106	106	104	106	9.2*
CAKI-1	84	.	88	99	-86*
ACHN	95	99	104	102	-95*
RXF 393	116	110	97	103	-84*
UO-31	66	101	93	83	-83*
A498	123	113	98	113	-58*

[46] Cn1c(NCCO)nc(-c2cccc([N+](=O)[O-])c2)c(C#N)c1=O
[47] CC(=O)N[N+](C)(C)C
[48] CCCCCCCCCCCCCCCCCCNC(=O)[C@H]1CSC(c2ccc(OC)c(F)c2)N1 (stereo not given in full)
[49] Cn1c(-c2ccccc2)c(C#N)c(NS(=O)(=O)c2ccc(N)cc2)c1-c1ccccc1
[50] COc1ccc(CNC(=O)C(O)C(Cc2ccccc2)N(Cc2ccccc2)Cc2ccccc2)cc1OC (stereo not given)

Screen / compound no.	46	47	48	49	50
786-0	104	97	23	90	76
TK-10	106	110	59	118	105
SN12C	94	101	-81*	101	82
DU-145	115	113	67	106	90
CAKI-1	88	98	53	.	62
ACHN	99	105	88	97	83
RXF 393	104	114	-34*	.	79
UO-31	81	97	67	80	68
A498	109	77	65	104	89

Structural class, the compounds so far with an aryl thioether with sulfur outside any ring.
[4] COc1ccc(NC(=O)CSc2nnc(-c3ccc(-c4nc5ccccc5[nH]4)cc3)o2)cc1OC
[21] c1ccc(CSc2nnc3c4c5c(sc4nc(-c4cccnc4)n23)CCCCCC5)cc1
[28] O=C(Cn1cc(CSc2nnc3oc4ccccc4n23)nn1)Nc1ccc(F)cc1F
[31] NS(=O)(=O)c1ccc(NC(=O)CSc2ccc(-c3ccccc3)nn2)c(Br)c1

Screen / compound no.	4	21	28	31
786-0	103	74	105	20
TK-10	110	72	115	118
SN12C	87	57	99	57
DU-145	82	56	112	76
CAKI-1	79	72	85	85
ACHN	84	74	95	54
RXF 393	105	83	81	.
UO-31	82	95	89	75
A498	144	59	143	120

Remaining list, next part
[51] COc1ccc(/C=C/C(=O)c2ccc3cc(OC)c(OC)cc3c2)cc1OC
[52] O=C(OCCBr)c1ccc(Cl)c([N+](=O)[O-])c1
[53] CCCn1c(NC(=O)c2cccc(C(N)=O)c2)nc2ccccc21
[54] O=c1c2sc3ncc(Br)cc3c2ncn1-c1cccc(Cl)c1
[55] CCNC(=S)n1nc(-c2cc(OC)c(OC)c(OC)c2)nc1N
[56] CN1C(=O)N(C)C2C1NN=c1s/c(=C\c3ccsc3)c(=O)n12 (stereo not given)

Screen / compound no.	51	52	53	54	55	56
786-0	43	102	101&98	89	105	48
TK-10	65	106	95&101	74	94	77
SN12C	32	102	102&97	65	95	59
DU-145	47	15	90&100	53	100	75
CAKI-1	30	.	94&94	99	.	36
ACHN	55	104	97&95	28	97	47
RXF 393	84	132	110	74	102	52
UO-31	28	89	94&85	52	81	56
A498	71	98	111&96	72	92	7.5*
